# PKM2 activator – PKM2 (human) enzyme activation; AID 1631; purified PKM2, Kinase-Glo ATP luminescence, activation; response scale: 0% is enzyme alone, no compound; hit rate 0.34% among 260,000; Potency, µM (top dose mostly 57.5 µM), inactives show at the top dose activation, usual class: activators; further: potency means the concentration at half of the fitted maximal effect; on the % scale 0 is the no-effect control and ±100 the full control effect; nearly all actives have a fitted effect of over 55% in size
#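 ATP formation by purified human PK-M2, quantified via coupled luciferase luminescence after 1 h at room temperature with 0.1 mM ADP and 0.5 mM PEP final.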
# ASM inhibitor – blocks human secretory acid sphingomyelinase | P17405 | placental ASM, HMU-PC fluorogenic substrate, 60 min | Potency, µM (highest dose often 57.5 µM), for the others: at the top dose activity change, negative = inhibition, usual class: inhibitors | hit rate 0.006% among 340,000 | AID 504937; further: potency means the concentration at half of the fitted maximal effect
#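 Steps: dispense placental human ASM, pin compound, wait 10 min at room temperature, add HMU-PC0 substrate at 9 uM final, incubate 60 min at 37 °C, add stop solution raising pH to 10, read fluorescence.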
# Giardia kill – kills Giardia lamblia; Giardia lamblia trophozoite viability; activity change, % at 7.66 µM, hits read low; hit rate 0.15% among 340,000; in the data active means activity change below about -80%; inconclusive means between about -30% and that limit;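 further: parasites exposed to compound for two days anaerobically before the ATP read; on the % scale 0 is the no-effect control and ±100 the full control effect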
#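 Giardia trophozoites, 100 cells per well, were exposed to compounds for 48 hrs at 37 deg C under anaerobic conditions; viability was then read as ATP content by bioluminescence after 15-30 min at room temperature.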
# Menin MLL FP TR – menin-MLL binding inhibition, Texas Red mutant peptide; Menin + Texas Red MLL mutant peptide, fluorescence polarization; hit rate 0.23% among 270,000; Potency, µM (titrated, usually from 61.6 µM), without a hit: at the top dose FP activity change, negative = inhibition, most hits filed as inhibitors; O00255; AID 1768; active means well fitted inhibition curve with a large enough effect in the polarisation, with a control signal flat, not every such curve was filed as active; inconclusive means small, poorly fitted or top-dose-only effect, or effect the other way, or a change in a side signal; inactive means no such curve, though single readings can be large or run the other way; the % refers to the polarisation; further: potency means the concentration at half of the fitted maximal effect; % of control where 0% means no effect; many of its hits are not listed in these tables
# GALK inh – galactokinase (human) inhibition. P51570. Purified GALK, Kinase-Glo residual ATP luminescence. Potency, µM (top dose mostly 57.5 µM), for the others: at the top dose activity change, negative = inhibition, most hits filed as inhibitors. hit rate 0.007% among 270,000; further: potency means the concentration at half of the fitted maximal effect; on the % scale 0 is the no-effect control and ±100 the full control effect
# Target sequence (P51570 whole entry, looked up): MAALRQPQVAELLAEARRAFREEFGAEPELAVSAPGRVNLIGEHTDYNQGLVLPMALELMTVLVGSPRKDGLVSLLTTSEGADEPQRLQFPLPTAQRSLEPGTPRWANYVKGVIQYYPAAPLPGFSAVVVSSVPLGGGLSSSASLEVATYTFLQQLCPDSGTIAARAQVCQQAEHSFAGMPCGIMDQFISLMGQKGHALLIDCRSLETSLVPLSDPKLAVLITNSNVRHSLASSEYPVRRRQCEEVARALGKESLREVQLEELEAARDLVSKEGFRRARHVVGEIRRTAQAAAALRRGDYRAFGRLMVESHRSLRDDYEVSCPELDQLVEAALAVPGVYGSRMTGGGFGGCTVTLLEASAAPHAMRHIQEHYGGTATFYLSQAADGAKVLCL
#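 Kinase-Glo Plus luminescence measured ATP left after a 1 h room-temperature reaction. The reaction used 5 nM GALK, 100 uM galactose and 35 uM ATP at pH 8.0 (20 mM HEPES, 5 mM MgCl2, 60 mM NaCl, 1 mM DTT, 0.01% BSA).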
# Tb PFK block – blocks T. brucei phosphofructokinase; O15648; T. brucei PFK, ADP-Glo luminescence; Potency, µM (top dose mostly 57.5 µM), for inactives: at the top dose activity, negative = inhibition, usual class: inhibitors; hit rate 0.17% among 330,000;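 further: potency means the concentration at half of the fitted maximal effect; 0% = uninhibited 1x PFK enzyme wells and -100% = no-enzyme wells; nearly all actives have a fitted effect of over 60% in size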
# Target sequence (O15648 whole entry, looked up): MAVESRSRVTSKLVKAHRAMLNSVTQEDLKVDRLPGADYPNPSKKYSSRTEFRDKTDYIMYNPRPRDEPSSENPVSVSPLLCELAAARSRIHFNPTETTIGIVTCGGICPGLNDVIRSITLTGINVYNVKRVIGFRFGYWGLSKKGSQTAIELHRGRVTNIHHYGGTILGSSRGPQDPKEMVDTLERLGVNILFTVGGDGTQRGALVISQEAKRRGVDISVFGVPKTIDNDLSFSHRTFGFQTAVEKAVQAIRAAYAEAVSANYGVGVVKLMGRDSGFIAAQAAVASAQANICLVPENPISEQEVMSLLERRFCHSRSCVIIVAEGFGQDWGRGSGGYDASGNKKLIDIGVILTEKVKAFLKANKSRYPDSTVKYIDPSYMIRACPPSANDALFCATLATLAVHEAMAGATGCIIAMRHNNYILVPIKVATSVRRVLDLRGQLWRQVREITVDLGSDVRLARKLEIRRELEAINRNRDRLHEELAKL
#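 Activity is normalized to no-enzyme wells (full inhibition) and 1.25 nM enzyme wells (no inhibition). Reaction: 0.5 mM F6P, 0.1 mM ATP, 45 min RT, ADP-Glo luminescence; concentration-response curves fitted and classed by quality.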
# a7 integrin act – activates integrin-mediated alleviation for muscular dystrophy | alpha7betagal myoblasts, beta-gal FDG fluorescence, 48 h | Potency, µM (doses to about 38.3 µM), without a hit: at the highest dose activation, most hits filed as activators | hit rate 0.064% among 350,000;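 further: potency means the concentration at half of the fitted maximal effect; 100% = response of the positive control SU9516; nearly all actives have a fitted effect of over 60% in size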
#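 Alpha7betagal+/- myoblasts (passage 13) were plated 16-24 hr, then exposed to compounds (1:260 dilution of DMSO stock) for 48 hours at 37C. After MPER lysis, β-galactosidase reporter activity was read as FDG fluorescence (ex 480/em 540) after 30 minutes.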
# Coupling enz – coupling enzyme interference in Giardia aldolase counter-screen | coupling enzyme system counterscreen, AmpLite Red fluorescence | activity change, negative = inhibition, % at 58.2 µM, hits read low | hit rate 0.67% among 290,000 | AID 2472; in the data active means activity change below about -30%; further: on the % scale 0 is the no-effect control and ±100 the full control effect
#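 Activity here indicates interference with the coupling reaction, not aldolase inhibition. Compounds at 57.5 uM final met coupling enzymes for 10 min at RT; substrate and AmpLite Red detection followed, with a 525/598 nm fluorescence read after 20 min.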
# B2AR arrestin – recruits beta-arrestin to the human beta2-adrenergic receptor. Potency, µM (top dose mostly 46.1 µM), for inactives: at the highest dose activation, actives largely listed as activators. P07550. hit rate 0.02% among 330,000. beta-arrestin recruitment to beta2AR, cell-based reporter. AID 492947;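 further: potency means the concentration at half of the fitted maximal effect; 0% = DMSO controls and full agonism = EC100 isoproterenol or metaproterenol; nearly all actives have a fitted effect of over 65% in size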
# BCR signal inh – inhibitors of chronic active B-cell receptor signaling; Potency, µM (highest dose often 46.1 µM), for the others: top-dose ratio change, negative = lower green/red ratio, hits mostly inhibitors; hit rate 0.05% among 340,000; ABC-DLBCL IkBa-CBG/CBR reporter, luminescence ratio, 4 h; AID 493014; active means well fitted inhibition curve with a large enough effect in the signal ratio, with a control signal flat, not every such curve was filed as active; inconclusive means small, poorly fitted or top-dose-only effect, or effect the other way, or a change in a side signal; the % refers to the signal ratio;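 further: potency means the concentration at half of the fitted maximal effect; plate controls were basal doxycycline-induced cells for no effect and cells given 10 µM MG132 for full effect; MG132 reads +100%, hits lower the ratio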
#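 Concentration-response series (up to 46 uM) were applied to TMD8 dual-reporter cells for 4 h at 37C with doxycycline. Green/red ratio, after filter-overlap correction, defined %Activity; red signal alone was normalised to basal cells and zero luminescence.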
# PTAP TSG101 blk – blocks PTAP/TSG101 interaction to inhibit HIV-1 budding. Q99816. Fluorescence polarization, FITC-PTAP peptide / Tsg101 binding. Potency, µM (top dose mostly 115 µM), for the others: at the highest dose activity change, negative = inhibition, most hits filed as inhibitors. 340,000 tested, under 10 active; active means well fitted inhibition curve with a large enough effect in the main read-out, with a control signal flat, not every such curve was filed as active; inconclusive means small, poorly fitted or top-dose-only effect, or effect the other way, or a change in a side signal; inactive means no such curve, though single readings can be large or run the other way; further: potency means the concentration at half of the fitted maximal effect; % of control where 0% means no effect
#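 Fluorescence polarization binding of Tsg101 binding domain (10 uM final) to FITC-labeled PTAP peptide (50 nM final) in HEPES pH 7.5 buffer with NaCl, Tween 20, EDTA, TCEP. Compounds added before peptide; binding 20 min at RT.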
# An asterisk follows results filed as active; ? = inconclusive; . = no result given; [ ] = another dose, or the depositor's remark. Unless noted, the call rests on the fitted dose curve; in most records, active means well fitted curve in the direction sought with a large enough effect; inconclusive means small, poorly fitted or top-dose-only effect, or another doubt; inactive means no such curve, though single readings can be large; an effect the other way counts as inactive or inconclusive.
SMILES,PKM2 activator,ASM inhibitor,Giardia kill,Menin MLL FP TR,GALK inh,Tb PFK block,a7 integrin act,Coupling enz,B2AR arrestin,BCR signal inh,PTAP TSG101 blk
Cc1ccc(C(=O)Nc2ccc(Oc3cccc(C(F)(F)F)c3)nc2)cc1,1%,1%,-24,.,2%,0%,-27%,0,-1.0%,8%,-3%
Nc1nnc(SCC(=O)NCC(=O)Nc2ccc(F)c(F)c2F)s1,.,1%,11,.,.,-12%,-24%,.,-0.2%,0%,0%
CCC1(C)N=C(N)Nc2nc3cc(C)c(C)cc3n21 (stereo unspecified),2%,-3%,3,?,6%,7%,-7%,4,-0.5%,?,-1%
Cn1c(SCC(=O)N2c3ccccc3CCc3ccccc32)nnc1-c1ccc(O)cc1,6%,1%,17,-6%,0%,5%,13%,5,14%,?,-1%
COc1cc(-c2c(C(C)=O)c(C)nc3c2C(=O)c2ccccc2-3)cc(OC)c1OC,.,5%,-8,-8%,2%,-6%,-19%,1,-0.1%,2%,-8%
Cc1nnc(Nc2ccc(O)cc2)[nH]c1=O,-21%,-1%,-28,10%,8%,0%,-7%,-4,0.1%,2%,-6%
O=C(CCC(=O)NNC(=O)Cc1ccccc1)NCc1ccccc1,-1%,0%,10,8%,0%,2%,1%,2,-1.0%,10%,0%
CC1=Nn2c(nnc2-c2ccccc2F)SC1,-1%,2%,-11,-8%,-3%,-8%,6%,0,0.0%,-2%,-6%
CN(C)c1ccc(C(=O)N(Cc2ccccc2)Cc2ccccc2)cc1,4%,-8%,-28,?,0%,-9%,30%,-1,0.1%,1%,-1%
O=C(NC1CCCCC1)c1ccccc1-c1ccccc1,-15%,1%,-10,-15%,2%,1%,17%,1,-0.6%,10%,2%
C/C(=N\NC(=O)c1c([N+](=O)[O-])c(C)nn1C)c1ccc(NC(=O)c2ccc(C)o2)cc1,1%,-2%,-11,.,5%,-1%,-10%,.,-0.5%,9%,-1%
Cc1cc(Cl)ccc1OCC(=O)n1cc(C(=O)c2cc(Cl)ccc2O)cn1,-1%,.,.,-21%,8%,5%,.,-11,0.2%,2%,.
COC(=O)c1ccc(N2Cc3ccccc3/C2=N\C(=O)Nc2ccccc2)cc1,-11%,-1%,-1,-3%,0%,0%,-5%,0,-1.5%,0%,-2%
CCc1ccc(C(C(=O)NC2CCCC2)N(C(=O)c2csnn2)C2CC2)cc1 (stereo unspecified),.,-1%,-10,.,-2%,5%,0%,3,-0.4%,?,1%
COc1ccccc1NC(=O)Cc1nnc(SCC(=O)NC2CCCC2)n1C,.,-1%,-10,-12%,0%,1%,-8%,1,-0.1%,-1%,0%
COc1cccc(C2c3[nH]c4ccccc4c3CCN2CCCn2cccn2)c1 (stereo unspecified),5%,57%[activator],-6,20%,6%,-1%,-7%,3,0.2%,-2%,-10%
O=C(CCNS(=O)(=O)c1ccccc1)NNC(=O)COc1ccccc1F,.,1%,-7,.,.,1%,22%,.,0.2%,1%,-1%
Cc1ccc(F)cc1NC(=O)c1c(-c2ccccc2)noc1C,2%,0%,-13,-12%,4%,1%,-13%,6,0.2%,10%,-2%
COc1ccc(OC2CCN(S(=O)(=O)c3ccc(C(C)=O)cc3)CC2)cc1,.,-7%,-12,19%,.,9%,-16%,2,0.1%,-12%,-7%
CCOc1ccc(N2C(=O)/C(=C/c3cccs3)N(C)C2=S)cc1,4%,-3%,-27,?,1%,9%,9%,-4,-0.3%,0%,0%
Cc1ccc(-n2c(=O)cc(N3CCCCCC3)[nH]c2=O)cc1,-4%,3%,-13,-7%,0%,1%,2%,4,0.1%,-4%,0%
COC(=O)[C@@]12CCCN1[C@H](c1ccc(-c3ccc4c(c3)OCO4)cc1)[C@H]1C(=O)N(C)C(=O)[C@H]12,.,3%,-25,.,.,0%,-37%,.,0.2%,2%,-4%
O=C(OCc1ccc(F)cc1Cl)c1ccccn1,3%,4%,-4,-22%,1%,0%,4%,2,0.4%,-9%,-9%
COc1ccc(N2CC(C(=O)Nc3ccccc3C(=O)NC3CC3)CC2=O)cc1 (stereo unspecified),.,-1%,1,-2%,1%,-8%,4%,1,-0.5%,?,-4%
COc1ccccc1NC(=O)C(=O)c1cn(CC(=O)N2CCCC2)c2ccccc12,.,-9%,16,.,-1%,-2%,6%,.,0.0%,?,-3%
O=C(Nc1ccc(OC(=O)c2ccccc2)c(-c2nc3ccccc3s2)c1)c1ccccc1,-2%,-3%,4,18µM*,.,1%,15%,0,3.2%,-17%,-4%
O=C(NC(NC(=O)c1ccccc1)c1cccc([N+](=O)[O-])c1)c1ccccc1,6%,9%,20,-5%,-2%,6%,42%,0,0.0%,-7%,-4%
CC(/C=C/c1ccc2c(c1)OCO2)=N\NC(=O)COc1ccccc1C,-7%,-2%,6,1%,0%,-2%,-16%,3,-0.2%,-4%,1%
Cc1c(Br)c([N+](=O)[O-])nn1C(C)C(=O)Nc1nccs1 (stereo unspecified),13%,-2%,0,-18%,1%,-3%,1%,.,-0.6%,-21%,-5%
CCCC(=O)Nc1cc(C(=O)O)ccc1S(=O)(=O)c1ccc(Cl)cc1,-10%,2%,12,-5%,.,9%,?,9,-1.6%,0%,-1%
Cc1cccc(NC(=O)CSc2ccc(-c3ccccn3)nn2)c1C,1%,1%,14,-1%,-1%,0%,0%,3,-0.1%,0%,3%
CC(=O)OCC(=O)Nc1ccc(SC(F)F)cc1,0%,-1%,11,3%,-1%,0%,-4%,0,0.0%,-22%,-8%
O=C(COC(=O)/C=C/c1cccc(Br)c1)NC1CC1,.,-2%,-10,.,.,2%,-15%,.,0.3%,2%,-3%
CC(O)Cn1ccccc1=N (stereo unspecified),1%,6%,0,-8%,2%,-2%,18%,0,-0.3%,5%,-1%
Cc1cc(C)c(NC(=O)CC(=O)c2ccccc2)c(Cl)c1,.,0%,9,?,3%,-18%,14%,0,12%,0%,-1%
CCOC(=O)C1CCCN(C(=S)NC(=O)c2cc(Br)ccc2Cl)C1 (stereo unspecified),.,1%,-18,.,.,-1%,-15%,.,-0.1%,-4%,-6%
CC(C)OP(C)(=O)CN1CCN(CP(C)(=O)OC(C)C)CC1 (stereo unspecified),-2%,4%,-11,3%,10%,2%,-18%,1,0.3%,0%,-4%
COc1ccccc1/C=N/NC(=O)CN(C1=NS(=O)(=O)c2ccccc21)c1ccccc1,-24%,-10%,-28,3%,4%,-1%,16%,-1,-1.1%,?,-2%
c1ccc(CNCc2ccc3c(c2)OCO3)nc1,-3%,2%,-5,6%,3%,1%,7%,2,-0.4%,-11%,-6%
CC12CCC(=O)N1C(C(=O)NNC(=O)COc1ccc(Br)cc1)CS2 (stereo unspecified),.,-5%,6,.,.,3%,21%,.,-0.3%,-10%,0%
O=C(COC(=O)c1ccc([N+](=O)[O-])s1)NCCc1ccccc1,.,-9%,-7,.,.,0%,15%,.,-0.1%,2%,-1%
CCOc1ccc(C2C(C(=O)/C=C/c3ccco3)=C(O)C(=O)N2CCN2CCOCC2)cc1OC (stereo unspecified),2%,-1%,-15,-8%,-2%,-2%,5%,-29,0.4%,6%,-1%
O=S(=O)(c1cc(Cl)ccc1Cl)N1CCC2(CC1)OCCO2,-4%,1%,-4,.,4%,-17%,?,.,0.0%,1%,-2%
Cc1csc2c(NC3CCN(Cc4ccccc4)CC3)ncnc12,4%,4%,-12,.,.,10%,0%,7,-0.7%,1%,-1%
COc1ccc(N2C(=NC(=O)C3CCCCC3)SC3CS(=O)(=O)CC32)cc1OC (stereo unspecified),.,4%,5,8%,0%,-4%,2%,1,-0.2%,1%,1%
O=C1CC(N2CCN(c3cccc(C(F)(F)F)c3)CC2)C(=O)N1c1ccccc1F (stereo unspecified),2%,-1%,-10,4%,3%,3%,-5%,-1,-1.2%,-1%,-2%
COc1ccccc1C(=O)COC(=O)COc1ccc(C#N)cc1,.,3%,-14,.,.,-10%,-11%,.,0.6%,?,-2%
S=C(Nc1ccc2nccnc2c1)N1CCOCC1,14%,6%,-22,12%,-2%,-1%,7%,-34*,-0.4%,?,-4%
COc1ccc(CCN(C)Cc2ccc(OCc3ccccc3)c(OC)c2)cc1OC,5%,2%,13,-19%,4%,-11%,-50%[inhibitor],-4,0.1%,?,-14%

# Some of the compounds tested. The share of hits here may be higher or lower than overall.
